# Eya2 inh: Eya2 (human) phosphatase inhibition; hit rate 0.006% among 330,000; AID 488837; O00167; Potency, µM (titrated, usually from 76.9 µM), inactives show top-dose activity, negative = inhibition, most hits filed as inhibitors; recombinant Eya2, OMFP fluorescence dephosphorylation (OMFP is methylfluorescein phosphate); note: potency is the fitted concentration of half-maximal effect
#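 Eya2 protein (added as 0.2 uM solution) was preincubated with compound for 10 min at ambient temperature in 50 mM HEPES pH 7.5, 50 mM NaCl, 5 uM MgCl2, 0.05% BSA, 1 mM DTT. OMFP (added at 50 uM) then reacted 10 min; fluorescence read at 485/525 nm.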
# PKM2 activator: increases activity of human pyruvate kinase M2. hit rate 0.34% among 260,000. purified PKM2, Kinase-Glo ATP luminescence, activation; response scale: 0% is enzyme alone, no compound. P14618. Potency, µM (series often up to 57.5 µM), without a hit: at the top dose activation, most hits filed as activators. AID 1631; note: potency is the fitted concentration of half-maximal effect; nearly all actives have a fitted effect of over 55% in size
# Target sequence (P14618 whole entry, looked up): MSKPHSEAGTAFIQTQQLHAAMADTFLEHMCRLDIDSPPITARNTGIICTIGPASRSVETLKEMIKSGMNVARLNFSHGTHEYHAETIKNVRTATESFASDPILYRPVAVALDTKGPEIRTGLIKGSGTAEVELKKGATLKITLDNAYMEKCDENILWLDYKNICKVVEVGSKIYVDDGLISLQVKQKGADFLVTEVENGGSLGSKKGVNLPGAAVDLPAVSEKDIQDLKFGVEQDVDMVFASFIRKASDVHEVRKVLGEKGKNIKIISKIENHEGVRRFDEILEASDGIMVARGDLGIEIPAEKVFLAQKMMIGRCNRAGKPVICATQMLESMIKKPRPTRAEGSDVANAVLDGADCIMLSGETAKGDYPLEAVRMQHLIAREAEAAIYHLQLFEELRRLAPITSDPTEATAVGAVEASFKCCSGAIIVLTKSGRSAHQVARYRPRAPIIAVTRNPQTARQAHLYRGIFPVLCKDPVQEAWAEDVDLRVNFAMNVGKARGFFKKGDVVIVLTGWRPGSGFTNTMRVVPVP
#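 Purified hPK-M2 (>95%) run at intermediate activity with 0.1 mM ADP and 0.5 mM PEP in 50 mM imidazole pH 7.2, KCl, MgCl2; 1 h room temperature. ATP formed read by Kinase-Glo luminescence; normalized to uninhibited and no-enzyme controls.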
# USP2a block: USP2a (human) protease inhibition. O75604. USP2 core, Ub-CHOP2 coupled fluorogenic reporter, 485/531. Potency, µM (doses to about 38.3 µM), inactives show top-dose activity change, negative = inhibition, hits mostly inhibitors. hit rate 0.01% among 330,000. AID 463254;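 note: potency is the fitted concentration of half-maximal effect; plate controls were DMSO wells for no effect and full inhibition by NEM control for full effect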
#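 Cell-free coupled assay: 10nM USP2 core preincubated 30min RT with compound in Tris-HCl pH 8.0/CaCl2/CHAPS buffer, then 25nM Ub-CHOP2 and 25nM reporter substrate; fluorescence (Ex 485/Em 531) read after 60min RT, normalized to NEM inhibition, concentration-response curves fitted.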
# Coupling enz: coupling enzyme interference in Giardia aldolase counter-screen. coupling enzyme system counterscreen, AmpLite Red fluorescence. activity change, negative = inhibition, % at 58.2 µM, hits read low. hit rate 0.67% among 290,000. AID 2472; in the data active = activity change below about -30%
#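 Fluorescence at 525 nm excitation and 598 nm emission measured inhibition of the coupled detection system without aldolase. Compounds (at 57.5 uM final) were preincubated 10 min at room temperature with coupling enzyme reagent before a 20 min substrate/AmpLite Red step.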
# Chronic BCR inh: inhibitors of chronic active B-cell receptor signaling | hit rate 0.05% among 340,000 | Potency, µM (doses to about 46.1 µM), for the others: at the top dose ratio change, negative = lower green/red ratio, hits mostly inhibitors | ABC-DLBCL IkBa-CBG/CBR reporter, luminescence ratio, 4 h; active = well fitted inhibition curve with a large enough effect in the signal ratio, with a control signal flat, not every such curve was filed as active; inconclusive = small, poorly fitted or top-dose-only effect, or effect the other way, or a change in a side signal; the % refers to the signal ratio;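 note: potency is the fitted concentration of half-maximal effect; plate controls were basal doxycycline-induced cells for no effect and cells given 10 µM MG132 for full effect; MG132 reads +100%, hits lower the ratio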
#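 Concentration-response series (up to 46 uM) were applied to TMD8 dual-reporter cells for 4 h at 37C with doxycycline. Green/red ratio, after filter-overlap correction, defined %Activity; red signal alone was normalised to basal cells and zero luminescence.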
# B2AR arrestin: agonists driving beta-arrestin recruitment to human beta2-adrenergic receptor | hit rate 0.02% among 330,000 | beta-arrestin recruitment to beta2AR, cell-based reporter | Potency, µM (top dose mostly 46.1 µM), for the others: at the top dose activation, most hits filed as activators | P07550;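 note: potency is the fitted concentration of half-maximal effect; 0% = DMSO controls and full agonism = EC100 isoproterenol or metaproterenol; nearly all actives have a fitted effect of over 65% in size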
# GALK inhibitor: inhibitors of human galactokinase. hit rate 0.007% among 270,000. Purified GALK, Kinase-Glo residual ATP luminescence. Potency, µM (highest dose often 57.5 µM), inactives show top-dose activity change, negative = inhibition, hits mostly inhibitors. P51570; note: potency is the fitted concentration of half-maximal effect
# Target sequence (P51570 whole entry, looked up): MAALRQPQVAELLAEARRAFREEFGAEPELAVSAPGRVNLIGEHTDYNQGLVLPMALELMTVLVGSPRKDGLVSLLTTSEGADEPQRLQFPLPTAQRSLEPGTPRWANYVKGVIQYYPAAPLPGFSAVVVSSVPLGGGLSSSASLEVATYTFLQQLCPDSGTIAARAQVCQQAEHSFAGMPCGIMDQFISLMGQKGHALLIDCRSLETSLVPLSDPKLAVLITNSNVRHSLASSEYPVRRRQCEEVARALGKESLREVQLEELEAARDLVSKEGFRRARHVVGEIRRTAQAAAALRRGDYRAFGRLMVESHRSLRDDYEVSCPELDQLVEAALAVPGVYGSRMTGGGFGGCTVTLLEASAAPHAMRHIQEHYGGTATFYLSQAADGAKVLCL
#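 Luminescence from leftover ATP (Ultra-Glo luciferase/luciferin) served as read-out after a 1 h room-temperature reaction of 5 nM GALK with 35 uM ATP and 100 uM galactose.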
# Giardia kill: kills Giardia lamblia; AID 540267; Giardia lamblia trophozoite viability; hit rate 0.15% among 340,000; activity change, % at 7.66 µM, hits read low; in the data active = activity change below about -80%; inconclusive = between about -30% and that limit;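 note: parasites exposed to compound for two days anaerobically before the ATP read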
#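 Viability, read as ATP luminescence: trophozoites at 100 cells/well, compound added, 48 hrs anaerobic at 37 deg C, then 15-30 min room-temperature development before reading.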
# KCNH2 WT inh: blocks the wildtype human KCNH2 potassium channel | Q12809 | U2OS, BacMam KCNH2, thallium flux FluxOr; stronger effect = lower value | activity change, % at 1.84 µM | hit rate 0.37% among 340,000 | AID 720551;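 active = maximum activity change below -70%; inconclusive = maximum activity change between -70% and -50%; inactive = maximum activity change above -50%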
#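 U2OS cells were transduced with wild-type KCNH2 virus (2.03 x 10^8 / mL) for 4 h at room temperature, then cultured overnight at 37 C. Thallium flux was read with FluxOr dye. Rate constants were normalized to DMSO controls.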
# KCNH2 3.1 inh: inhibitors of human KCNH2 3.1 potassium channel isoform; hit rate 0.95% among 340,000; U2OS KCNH2 3.1, thallium flux FluxOr; stronger effect = lower value; activity change, % (tested at about 1.8 µM); AID 720553;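 active = maximum activity change below -70%; inconclusive = maximum activity change from -70% to -50%; inactive = maximum activity change above -50%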;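 note: thallium influx rate constant from kinetic fluorescence after stimulation buffer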
#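 Normalized rate constant (relative to positive and negative DMSO controls) derived from a 2 min kinetic fluorescence read after stimulation; U2OS cells expressing the 3.1 isoform via virus at 1.77 x 10^8 /mL.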
# uPA generation: cell surface uPA generation inhibition. Potency, µM (series often up to 38.3 µM), for the others: top-dose activity change, negative = inhibition, usual class: inhibitors. cell surface uPA generation assay, qHTS. hit rate 0.31% among 330,000; active = well fitted inhibition curve with a large enough effect; inconclusive = small, poorly fitted or top-dose-only effect; inactive = no such curve, though single readings can be large or run the other way; tested in mouse RAW 264.7 cells; note: potency is the fitted concentration of half-maximal effect; nearly all actives have a fitted effect of over 55% in size
# The depositor's hits bear a star; ? = inconclusive; . = not tested or not shown. Unless noted, calls come from the whole dose curve; as a rule, active = well fitted curve in the direction sought with a large enough effect; inconclusive = small, poorly fitted or top-dose-only effect, or another doubt; inactive = no such curve, though single readings can be large; an effect the other way counts as inactive or inconclusive. Unless noted, % is set by controls: 0 for no effect and ±100 for the full control effect. Random draw from the library; about 2.4% have a hit in one of these screens.
SMILES,Eya2 inh,PKM2 activator,USP2a block,Coupling enz,Chronic BCR inh,B2AR arrestin,GALK inhibitor,Giardia kill,KCNH2 WT inh,KCNH2 3.1 inh,uPA generation
Cc1cc(C)c(C#N)c(SCc2nnc(-c3ccccc3)o2)n1,-9%,-2%,-1%,15,?,-0.5%,1%,-12,6,-8,-7%
Cc1cc(/C(N)=N/OC(=O)Nc2ccc(Cl)cc2)no1,2%,2%,-1%,0,8%,-0.3%,-1%,-8,-1,-4,3%
O=C1c2ccccc2C2=Nc3ccccc3SC(c3ccc(Cl)cc3)C12 (configuration not stated),-9%,-7%,-1%,-2,?,3.4%,1%,-16,-25,-46,9%
CCOc1ccc(OCc2ccc(C(=O)N3CCc4ccccc4C3)o2)cc1,-3%,-2%,3%,2,-1%,-3.5%,-4%,-6,-10,-5,-5%
CC(=O)c1cccc(NC(=O)/C=C/c2ccc(S(=O)(=O)N3CCOCC3)cc2)c1,-20%,.,2%,.,-3%,-0.1%,.,10,-6,0,-5%
Fc1ccc(CSc2ncnc3nc[nH]c23)cc1,-18%,-11%,0%,-2,-11%,-0.2%,-3%,1,-2,13,-5%
CC(=O)c1cccc(NC(=O)NN2CCN(C)CC2)c1,-9%,4%,0%,5,4%,8.2%,5%,-25,-11,3,6%
Cc1cc2occ(CC(=O)OCC(=O)Nc3sc4c(c3C#N)CCC(C)C4)c2cc1C (configuration not stated),1%,10%,1%,0,?,0.4%,.,9,-1,-8,2%
Cc1ccc(NC(=O)CSc2ccc(-c3ccco3)nn2)c(C)c1,2%,3%,0%,0,-6%,-0.7%,0%,-9,-11,8,-1%
O=C(NCc1c(Cl)cccc1Cl)c1ccc2nnsc2c1,3%,21%,3%,-1,9%,-1.0%,0%,-19,11,5,3%
Cc1c(Cl)cccc1NC(=S)NCC(c1cccnc1)N(C)C (configuration not stated),4%,-4%,-1%,2,-12%,-0.2%,2%,-19,-5,-7,-3%
Cc1ccc(NS(=O)(=O)c2cccc3cccnc23)c(Cl)c1,8%,.,1%,-5,0%,-0.3%,.,-9,-12,-13,7%
COc1ccc(N(CC(=O)N/N=C(\C)c2ccccc2)S(=O)(=O)c2ccccc2)cc1,2%,.,-1%,0,4%,-0.2%,-3%,-20,.,-8,-5%
C/C(=C/c1oc2ccc(O)cc2c1[N+](=O)[O-])N(C)C,-14%,4%,5%,0,-2%,-0.5%,5%,2,-12,-3,-3%
C[C@H](CO)N1C[C@H](C)[C@@H](CN(C)C(=O)Nc2ccc(C(F)(F)F)cc2)Oc2ccc(NC(=O)Cc3ccccc3)cc2C1=O,-25%,.,0%,.,1%,0.1%,.,9,-12,18,-14%
O=C(CN1C(=O)C(=O)N(C2CCCC2)C1=O)Nc1ccc([N+](=O)[O-])cc1,-19%,.,-1%,.,1%,-0.3%,.,14,-8,-1,4%
CCOCCCNC(=O)c1ccccc1SC,-8%,9%,0%,2,0%,0.0%,-2%,8,8,3,-3%
CC(C)(C)CC(=O)NCCCCCCNC(=O)CC(C)(C)C,2%,2%,5%,0,7%,0.0%,1%,-20,-2,-15,2%
CCOc1ccc(CCNC(=O)CN2CCN(Cc3ccccc3C)C2=O)cc1OCC,1%,5%,-1%,0,-11%,-0.2%,2%,-3,3,-4,2%
CC(C)c1cc(NCCCN2CCOCC2)n2c(nc3ccccc32)c1C#N,-7%,-25%,-6%,3,3%,-0.5%,0%,11,2,0,0%

# Part of the list above in order of number of heavy atoms, smallest number first:
SMILES,Eya2 inh,PKM2 activator,USP2a block,Coupling enz,Chronic BCR inh,B2AR arrestin,GALK inhibitor,Giardia kill,KCNH2 WT inh,KCNH2 3.1 inh,uPA generation
C/C(=C/c1oc2ccc(O)cc2c1[N+](=O)[O-])N(C)C,-14%,4%,5%,0,-2%,-0.5%,5%,2,-12,-3,-3%
O=C(NCc1c(Cl)cccc1Cl)c1ccc2nnsc2c1,3%,21%,3%,-1,9%,-1.0%,0%,-19,11,5,3%
CC(C)(C)CC(=O)NCCCCCCNC(=O)CC(C)(C)C,2%,2%,5%,0,7%,0.0%,1%,-20,-2,-15,2%
Cc1c(Cl)cccc1NC(=S)NCC(c1cccnc1)N(C)C (configuration not stated),4%,-4%,-1%,2,-12%,-0.2%,2%,-19,-5,-7,-3%
CC(C)c1cc(NCCCN2CCOCC2)n2c(nc3ccccc32)c1C#N,-7%,-25%,-6%,3,3%,-0.5%,0%,11,2,0,0%
COc1ccc(N(CC(=O)N/N=C(\C)c2ccccc2)S(=O)(=O)c2ccccc2)cc1,2%,.,-1%,0,4%,-0.2%,-3%,-20,.,-8,-5%
CCOc1ccc(CCNC(=O)CN2CCN(Cc3ccccc3C)C2=O)cc1OCC,1%,5%,-1%,0,-11%,-0.2%,2%,-3,3,-4,2%
C[C@H](CO)N1C[C@H](C)[C@@H](CN(C)C(=O)Nc2ccc(C(F)(F)F)cc2)Oc2ccc(NC(=O)Cc3ccccc3)cc2C1=O,-25%,.,0%,.,1%,0.1%,.,9,-12,18,-14%

# Additional results follow:
SMILES,Eya2 inh,PKM2 activator,USP2a block,Coupling enz,Chronic BCR inh,B2AR arrestin,GALK inhibitor,Giardia kill,KCNH2 WT inh,KCNH2 3.1 inh,uPA generation
CC(C)(C)NS(=O)(=O)c1cnc(Cl)c(Cl)c1,8%,0%,1%,-1,-5%,-0.1%,-3%,-7,8,10,-2%
CCOC(=O)C1=C(N)Oc2cc(C)oc(=O)c2C1c1cccnc1 (configuration not stated),2%,-3%,3%,-1,-1%,-0.1%,2%,-2,8,-21,-2%
COc1cc(-c2cc(C(=O)N3CCCCCC3)c3ccccc3n2)cc(OC)c1OC,-6%,.,0%,.,?,12%,.,-4,-11,-2,-4%
CCCCN(C)S(=O)(=O)c1ccc(C(=O)Nc2nnc(-c3ccco3)o2)cc1,-8%,1%,-2%,10,-2%,0.0%,0%,-6,21,.,-10%
COc1cc(S(=O)(=O)N(Cc2ccc(C)cc2)C2CCCCC2)ccc1-n1cnnn1,-5%,-1%,-2%,0,8%,-0.4%,3%,10,9,-2,17%
CN(C(=O)COC(=O)c1cc2ccccc2cc1O)c1ccccc1,-5%,.,3%,.,2%,-0.2%,.,15,4,7,1%
CNc1nc(SCC(=O)Nc2ccc(Cl)c(Cl)c2)nc(N2CCOCC2)n1,8%,-7%,0%,2,?,0.6%,5%,1,26,8,6%
O=C(c1cc(-c2cccc(Cl)c2)on1)N1CCN(c2ccc(F)cc2)CC1,-5%,0%,-4%,1,-3%,-0.4%,8%,5,-12,-5,0%
Cc1cccc(N(CC(=O)NCCSc2ccccn2)S(=O)(=O)c2ccccc2)c1,-3%,2%,6%,0,0%,-0.2%,3%,-21,-24,2,23%
CC(C)C[C@H](NC(=O)NCc1ccccc1Cl)C(=O)O,13%,-3%,2%,-1,-2%,-0.5%,2%,-14,1,-5,.
CCOC(=O)c1[nH]c(C)c(/C(O)=C2\C(=O)C(=O)N(CCN(C)C)C2c2ccc(C)o2)c1C (configuration not stated),-15%,1%,-3%,-7,0%,0.6%,0%,5,17,-17,.
CN(CC(=O)Nc1ccc(Cl)c(C(F)(F)F)c1)C(=O)/C=C/c1ccco1,-7%,-1%,3%,0,-9%,-1.7%,0%,-17,1,2,-4%
CCC(=O)OC1(C(=O)CCl)[C@@H](C)C[C@H]2[C@@H]3CCC4=CC(=O)C=C[C@]4(C)[C@@]3(F)[C@@H](O)C[C@@]21C (some centres not stated),19%,.,3%,.,?,0.0%,.,?,0,-5,10%
CSCCC(NS(=O)(=O)c1ccc2c(c1)OCCO2)C(=O)N(C)Cc1ccc(F)cc1 (configuration not stated),-31%,.,0%,.,1%,-0.4%,.,-15,11,3,2%
Cc1noc(C)c1CCC(=O)NC1CCCN(Cc2ccc(CC(C)C)cc2)C1 (configuration not stated),-15%,.,3%,0,-10%,0.6%,3%,-28,64,-20,-61%
COc1cccc(C(=O)c2c(C)c(CCC#N)n3ccccc23)c1OC,4%,-1%,1%,-2,-1%,-0.7%,0%,2,5,5,.
CC(=O)c1c(C)[nH]c(C(=O)NC2CCSc3ccccc32)c1C (configuration not stated),-4%,11%,0%,.,-7%,0.2%,3%,2,-4,-17,-8%
CCCn1nc(NC(=O)C2CCCO2)c2cc3cc(C)ccc3nc21 (configuration not stated),-38%,4%,4%,-2,?,0.0%,-2%,13,16,4,-3%
O=C1/C(=C/c2cccs2)NC(=S)N1C1CC1,6%,-1%,3%,4,0%,-1.1%,.,-2,-1,11,-10%
COc1cccc(OC)c1C(=O)NC(=S)Nc1ccc2oc(-c3ccncc3)nc2c1,16%,9%,2%,3,0%,0.0%,2%,-3,8,3,-1%
